CHO parental Ca: counter-screen for OX1R antagonists: effect in parental CHO cells; inhibition, % at 5.6 µM; parental CHO-K1, ATP-induced calcium, Fluo-8 fluorescence; AID 463079; actives 0.63% (n = 330,000);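 active = inhibition above that plate's mean sample inhibition plus 3 SD, cut at about 26% in these data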;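 also: 0% = ATP-challenged DMSO wells and 100% = DMSO wells without ATP; some compounds past the cut are filed as inactive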
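Assay system – parental CHO cells · Reagent – ATP stimulus · Detection – intracellular calcium via Fluo-8 no-wash fluorescent dye · Evaluation – percent inhibition of ATP-evoked calcium rise, normalized to controls · Controls – ATP wells versus no-ATP DMSO wells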
TAAR1 ag: agonists of human TAAR1; Q96RJ0; CHO RD-HGA16 TAAR1, Fluo-8 calcium fluorescence; vehicle wells 0%, saturating PEA agonist 100%; activation, % at 3 µM; actives 0.99% (n = 360,000);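 active = activation above the mean activation of all test compounds in the run plus 3 SD, cut at about 38% in these data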
Target sequence (Q96RJ0 whole entry, looked up): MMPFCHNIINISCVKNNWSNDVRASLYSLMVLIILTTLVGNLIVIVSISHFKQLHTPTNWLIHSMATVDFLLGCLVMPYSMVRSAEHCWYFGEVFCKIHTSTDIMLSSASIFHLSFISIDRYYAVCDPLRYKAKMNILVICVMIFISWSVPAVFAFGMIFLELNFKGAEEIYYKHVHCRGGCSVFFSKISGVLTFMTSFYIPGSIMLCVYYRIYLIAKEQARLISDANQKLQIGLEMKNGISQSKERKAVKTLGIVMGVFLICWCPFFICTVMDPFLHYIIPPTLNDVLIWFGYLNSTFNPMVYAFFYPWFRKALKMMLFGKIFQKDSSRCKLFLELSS
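Assay system: CHO-derived RD-HGA16 cells with stable Gα16 and human TAAR1; timing: 17-24 h seeding, 75 min 37 °C dye, 30 min RT; read-out: % activation from peak over basal fluorescence ratio, DMSO-to-PEA scaled; measured by: kinetic Fluo-8 calcium fluorescence; benchmarks: low control DMSO, high control PEA (EC100); doses: 3 µM single concentration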
CHRM1 agonist: activates human CHRM1 receptor. actives 0.33% (n = 360,000). AID 588814. P11229. CHO-K1 hM1, Fluo-8 calcium fluorescence, agonist mode; 0% DMSO, 100% acetylcholine EC100. activation, % at 3 µM;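 active = activation above the run's mean compound activation plus 3 SD, cut at about 16% in these data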;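 also: peak over basal fluorescence ratio within a 140 s kinetic read after compound addition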
Target sequence (P11229 whole entry, looked up): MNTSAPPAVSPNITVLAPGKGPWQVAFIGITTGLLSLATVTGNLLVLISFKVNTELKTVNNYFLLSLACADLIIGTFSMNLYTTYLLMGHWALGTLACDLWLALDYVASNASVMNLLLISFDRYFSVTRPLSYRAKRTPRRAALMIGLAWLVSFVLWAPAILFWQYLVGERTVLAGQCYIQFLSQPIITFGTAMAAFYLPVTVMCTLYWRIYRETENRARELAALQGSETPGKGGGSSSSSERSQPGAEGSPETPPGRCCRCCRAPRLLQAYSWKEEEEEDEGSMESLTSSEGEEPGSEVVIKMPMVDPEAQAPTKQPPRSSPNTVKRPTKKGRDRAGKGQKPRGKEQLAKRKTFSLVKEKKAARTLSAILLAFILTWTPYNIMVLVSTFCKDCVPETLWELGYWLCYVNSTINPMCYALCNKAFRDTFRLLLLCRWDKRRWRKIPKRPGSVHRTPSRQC
CHRM1 antagonist: human CHRM1 antagonism; P11229; CHO-K1 hM1, Fluo-8 calcium fluorescence, ACh EC80 antagonist; inhibition, % at 3 µM; actives 1.3% (n = 360,000);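 active = percent inhibition above its own plate's cutoff, namely the mean of that plate's compound wells plus 3 SD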;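 also: peak over basal fluorescence ratio during 140 s after agonist addition; 0% = ACh EC80 plus DMSO and 100% = DMSO alone without agonist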
M1 PAM parental: M1 PAM counterscreen hit in parental CHO-K1 cells; activation, % at 3 µM; actives 0.02% (n = 360,000); ATP EC20, Fluo-8 calcium fluorescence; 0% at ATP EC20, 100% at ATP max; AID 602247;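 active = activation above the run cutoff, the mean activation of all test compounds plus 3 SD, cut at about 40% in these data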;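 also: peak over basal fluorescence ratio in a 140 s read after ATP addition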
CHO-K1 Ca ag: M1 agonist counterscreen hit in parental CHO-K1 cells. activation, % at 3 µM. AID 602248. Fluo-8 calcium fluorescence; scaled to maximal ATP response, vehicle zero. actives 0.48% (n = 360,000); in the data active = activation above about 15%;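 also: untransfected CHO-K1 host cells lacking M1 receptor as counterscreen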
CHRM1 PAM: positive allosteric modulators of human M1 muscarinic receptor; activation, % at 3 µM; CHO-K1 hM1, Fluo-8 calcium fluorescence, ACh EC20; 0% = ACh EC20, 100% = maximal ACh; P11229; actives 0.088% (n = 360,000); in the data active = activation above about 19%, passing the limit was not always enough
CHO-K1 Ca antag: counter-screen for M1 antagonists: effect in parental CHO-K1 cells; ATP-induced calcium, Fluo-8 fluorescence; inhibition, % at 3 µM; actives 0.6% (n = 360,000); AID 602250;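 active = inhibition above a per-plate cutoff, the plate's mean sample inhibition plus 3 SD, cut at about 24% in these data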;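 also: 0% = DMSO plus EC80 ATP and 100% = DMSO alone without ATP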
TAAR1 antagonist: antagonists of human TAAR1; actives 1.5% (n = 360,000); AID 624466; Q96RJ0; inhibition, % at 3 µM; CHO RD-HGA16 TAAR1, Fluo-8 calcium fluorescence, antagonist;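 active = inhibition above a per-plate cutoff, the mean inhibition of test compounds on that plate plus 3 SD, cut at about 49% in these data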;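 also: 0% = DMSO plus EC80 beta-PEA response and 100% = DMSO alone without agonist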
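Assay system: RD-HGA16 CHO cells with stable hTAAR1 and Gα16 / Reagent: EC80 β-phenethylamine stimulus / Doses: 3 µM, single point / Timing: dye loading 75 min at 37 °C, then 30 min room temperature / Measured by: Fluo-8 intracellular calcium dye fluorescence, real-time kinetic reads / Controls: vehicle wells and EC80 agonist wells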
Starred values were filed as active, the others as inactive; nt = no result given.

Preview, 2 compounds:
Below each SMILES – CHO parental Ca	TAAR1 ag	CHRM1 agonist	CHRM1 antagonist	M1 PAM parental	CHO-K1 Ca ag	CHRM1 PAM	CHO-K1 Ca antag	TAAR1 antagonist
1: CS(=O)(=O)N1CCC(C(=O)Nc2ccc(Cl)cc2)CC1
  0	2	-2	-7	15	0.4	5	5	-10
2: CC1=C(C(=O)Nc2ccccn2)C(c2ccc(Cl)cc2Cl)NC(=S)N1 (stereo not given)
  -10	6	-3	-5	16	1.0	11	-1	-4

The list itself, from the start:
Below each SMILES – CHO parental Ca	TAAR1 ag	CHRM1 agonist	CHRM1 antagonist	M1 PAM parental	CHO-K1 Ca ag	CHRM1 PAM	CHO-K1 Ca antag	TAAR1 antagonist
1: CS(=O)(=O)N1CCC(C(=O)Nc2ccc(Cl)cc2)CC1
  0	2	-2	-7	15	0.4	5	5	-10
2: CC1=C(C(=O)Nc2ccccn2)C(c2ccc(Cl)cc2Cl)NC(=S)N1 (stereo not given)
  -10	6	-3	-5	16	1.0	11	-1	-4
3: COc1ccc(C(=O)NCCOc2ccccc2)cc1S(=O)(=O)N1CCOCC1
  -13	3	-3	12	-19	0.8	-5	3	-8
4: O=C(Cc1ccc(Br)cc1)NCCc1ccccc1
  -20	-2	-6	-11	-1	0.3	10	-2	-21
5: CCOC(=O)CNC(=O)C1CCN(S(=O)(=O)c2ccc(-c3nn[nH]n3)cc2)CC1
  -7	0	-2	-19	-1	-0.1	3	-8	-5
6: COc1ccc(O)c(C(=O)/C=C/c2cc3ccccc3o2)c1
  -24	4	3	-20	0	0.4	13	5	-6
7: CNC(=S)N(CCc1cccc(C)c1)Cc1cc2cc(OC)c(OC)cc2[nH]c1=O
  -22	8	-6	14	9	1.1	-9	-9	-22
8: O=C(NCCNC(=O)c1cnccn1)c1ccc(Cl)cc1
  -14	5	-1	-5	12	1.6	1	-11	-4
9: CCOc1cc(CNc2ccc(N3CCOCC3)cc2)cc(Br)c1OCC
  -13	2	-4	6	4	0.3	-7	-5	-7
10: c1ccc2oc(SCc3cn4ccccc4n3)nc2c1
  -1	5	-4	-7	4	2.1	0	-8	-6
11: COc1ccc(CCNC(=O)CSc2ccc3nnc(CCNC(=O)c4ccc(C)cc4)n3n2)cc1OC
  -6	0	-5	-5	6	0.2	2	4	2
12: Cc1cccc(CCNC(=O)CCNS(=O)(=O)c2cc(Br)cnc2N)c1
  -20	7	-1	-5	22	4.5	3	-16	3
13: CSc1ncccc1C(=O)NCCc1ccc(Cl)cc1
  -17	-1	-2	-2	-18	0.0	9	15	-10
14: COC(=O)CCC(=O)Nc1cccc2c(NC(=O)CCC(=O)OC)cccc12
  -5	2	-2	-12	1	-0.1	-4	-7	-11
15: O=C(O)CN(CCc1ccccc1)S(=O)(=O)c1ccccc1
  -2	3	-3	-15	-4	0.3	10	2	-15
16: COc1ccc(C2=NN(CC(=O)NCc3ccco3)C(=O)CC2)cc1
  -7	3	-5	2	3	-0.2	3	-4	-15
17: Cc1cccc(-n2cc(CN3CCN(C(=O)c4ncn[nH]4)CC3)c(-c3cccc(F)c3)n2)c1
  -20	2	-1	-1	14	1.6	5	-20	-5
18: COc1ccc(-c2[nH]ncc2/C=C(\C#N)C(=O)NC2CC2)cc1
  -6	7	-2	-4	12	2.4	1	-1	3
19: O=C(CSC1CN(C(c2ccccc2)c2ccccc2)C1)N/N=C/c1ccc(Cl)cc1Cl
  -26	-1	-1	10	-11	0.1	-4	-2	-26
20: Nc1nnc(SCCOc2ccc(Br)cc2)s1
  3	14	5	0	5	1.3	-2	5	-7
21: CN(C(=O)COC(=O)c1cccnc1Nc1cccc(C(F)(F)F)c1)C1CCS(=O)(=O)C1 (stereo not given)
  -32	6	-4	-11	14	1.1	5	-5	-18
22: O=C(Nc1nnc(CCc2ccccc2)s1)c1ccccc1F
  -13	4	-3	-9	-10	1.4	7	-4	-6
23: O=C(O)CSCc1nc2ccccc2[nH]1
  -6	2	-1	-2	16	5.0	7	3	-9
24: O=C(c1cccs1)c1c[nH]cc1-c1ccccc1
  7	1	-7	-23	20	0.8	8	-6	-10
25: CC1CCCCN1C(=O)COC(=O)c1cc(Cl)c2c(c1)OCO2 (stereo not given)
  nt	10	-6	4	14	5.1	1	12	-22
26: CN1CCN(c2ccc([N+](=O)[O-])cc2NC(=O)c2cccs2)CC1
  -5	1	-6	-24	2	0.6	14	0	-20
27: CSCCC(NC(=O)COc1ccccc1)C(=O)OCCOc1ccc(Br)cc1 (stereo not given)
  14	4	3	-1	0	1.1	3	1	56*
28: Cn1c(NC2CCCCC2)cc(=O)n(C)c1=O
  1	0	-2	-15	21	2.0	5	-4	-8
29: CN(c1ccc(C(=O)NCCC2=CCCCC2)cc1)S(C)(=O)=O
  -7	8	-1	-29	22	1.4	6	-8	8
30: Cn1c(=O)c2c(ncn2CC(=O)Nc2ccc(Cl)cc2Cl)n(C)c1=O
  -18	8	-1	-15	-1	0.1	3	1	-8

Later entries.
Below each SMILES – CHO parental Ca	TAAR1 ag	CHRM1 agonist	CHRM1 antagonist	M1 PAM parental	CHO-K1 Ca ag	CHRM1 PAM	CHO-K1 Ca antag	TAAR1 antagonist
31: O=C(CN1c2ccccc2Sc2ccccc21)NNC(=O)Nc1ccc(Cl)c(Cl)c1
  -2	0	-2	-8	20	1.7	8	-9	40
32: O=C1C=C(c2ccc(F)cc2OCc2ccccc2)C[C@@H](c2ccc(F)cc2)C1
  -21	11	-2	0	13	-0.2	4	-14	39
33: CCCc1cc(=O)n2[nH]c(-c3ccc(Cl)cc3)cc2n1
  -15	-2	-5	8	8	0.6	-3	-1	3
34: C(=C\c1ccccc1)/CN1CCN(C(CCc2ccccc2)c2nnnn2C2CCCC2)CC1 (stereo not given)
  nt	-1	-7	20	-10	-0.3	-24	-14	6
35: COc1ccc(CC(=O)Nc2nccs2)cc1OC
  -5	4	0	-10	16	2.3	11	-3	5
36: Nc1ncnc2c1ncn2[C@@H]1O[C@H](CN=C2NS(=O)(=O)c3ccccc32)[C@@H](O)[C@H]1O
  9	2	-5	-10	11	0.5	4	-9	-5
37: CCOC(=O)N1CCC(N2Cc3cccc(C(=O)Nc4cc(F)ccc4F)c3C2=O)CC1
  -7	0	-3	-11	-3	0.3	6	-11	17
38: Nc1nc(-c2cccnc2)nn1C(=O)c1ccc(Cl)cc1
  nt	2	-4	2	15	0.5	1	-10	1
39: O=C(CSc1nc(C(F)(F)F)cc(=O)[nH]1)Nc1cccc2ccccc12
  -10	6	3	-29	11	-0.1	24*	-5	-16
40: Cc1ccc(NC(=O)C2CC(=O)n3c(nc4ccccc43)N2)cc1Cl (stereo not given)
  -5	2	-5	5	-4	1.6	7	-15	-18
41: Clc1ccc(-c2nnc3n2CCCS3)cc1
  0	10	-5	-1	-7	-0.2	4	3	-7
42: O=C(Nc1ccc(S(=O)(=O)Nc2cnc3ccccc3n2)cc1)c1ccc(Cl)cc1Cl
  0	0	-5	-7	12	4.3	2	-7	-43
43: COc1ccc(OC)c(/C=C/C(=O)N(C)CC(=O)Nc2cc(C)ccc2C)c1
  -13	0	-9	-7	-14	-0.1	4	22	-2
44: COc1ccccc1OCC(=O)Nc1ccc(S(=O)(=O)N2CCN(C)CC2)cc1
  -18	5	-8	-10	8	-0.1	9	6	-1
45: O=S(=O)(NCc1cn2ccsc2n1)c1cccs1
  -9	4	-3	-9	20	0.0	8	-14	-6
46: Cc1cc(N2CCN(S(=O)(=O)Cc3ccccc3)CC2)n2ncnc2n1
  -8	10	-3	4	20	1.7	2	-6	12
47: CC1CCN(C(=O)CCNS(=O)(=O)c2ccc(Br)cc2)CC1
  -24	3	-5	6	11	1.3	-1	-11	-8
48: CN(CC(=O)NCc1ccc(Cl)cc1)S(=O)(=O)c1cccc2cccnc12
  5	3	-3	2	-11	0.1	0	21	21
49: COc1cc(/C=N/NC(=O)c2cccnc2)ccc1OCC(=O)N1CCOCC1
  2	3	-7	7	22	0.1	0	-5	3
50: CCOc1ccc2nc(NS(C)(=O)=O)sc2c1
  -2	4	-3	-1	3	-0.2	1	-8	-26
51: COc1ccc(NC(=O)CSc2nc3c([nH]c4ccccc43)c(=O)n2C)cc1
  -9	3	-10	4	4	0.0	-6	10	-21
52: CCOc1ccc(C(C(=O)NCC2CCCO2)N(C(=O)c2snc(C(N)=O)c2N)c2ccccc2F)cc1 (stereo not given)
  -13	24	5	18	5	1.5	-6	40*	47
53: CCCCCCSc1cccc(-c2nc3ccc(C)cn3c2NCc2ccccc2)c1
  -24	5	-3	12	-17	-0.5	-6	-6	52*
54: CCn1cc([C@@H]2C[C@H]3CN(Cc4cccc(Cl)c4)C(=O)[C@]34CCCN24)cn1
  -20	5	-13	26	16	3.9	-25	-1	5
55: COc1cccc(C=NNC(=S)NN=Cc2cccc(OC)c2OC)c1OC
  nt	18	0	-9	-5	-0.2	2	-1	41
56: Cc1cccc(C)c1NC(=O)C(c1ccccc1)N(C)CCc1ccccc1 (stereo not given)
  nt	34	4	-13	30	5.1	-4	-18	4
57: CC(Cc1ccccc1)N/C=C1/CC(=O)NC1=O (stereo not given)
  2	83*	-2	-5	7	-0.5	8	5	54*
58: c1ccc(-c2cn3c(n2)CCC3)cc1
  -9	5	-3	-5	16	0.1	-1	-12	-10
59: COc1ccc(-c2csc(C(C)(O)c3ccncc3)n2)cc1OC (stereo not given)
  nt	1	2	-8	11	1.0	2	1	1

Assay outcomes: PubChem, The Scripps Research Institute Molecular Screening Center
